NR2F2 inh – inhibitors of human COUP-TFII (NR2F2). P24468. HEK293T NGFI-A luciferase reporter, luminescence. inhibition, % at 8.6 µM. 0.7% of 370,000 active. AID 686940;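 active = inhibition above a per-plate cutoff, mean inhibition of test wells between control levels plus 3 SD, cut at about 38% in these data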;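 note: cells cotransfected with COUP-TFII expression vector driving the NGFI-A reporter; 0% = median of COUP-TF2 test wells and 100% = reporter-only cells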
TLR9-MyD88 inh – inhibitors of human TLR9-MyD88 binding; CHO BLA complementation TLR9-MyD88, CCF4 FRET ratio; inhibition, % at 4.98 µM; 0.21% of 340,000 active;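 active = inhibition above the mean over all tested compounds plus 3 SD, cut at about 21% in these data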;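 note: 0% = DMSO only wells and 100% = clavulanate BLA inhibitor control wells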
TWEAK-Fn14 inh – blocks TWEAK-Fn14 interaction in a reporter cell assay | TWEAK-stimulated Fn14 reporter cells, luciferase luminescence, 8 h | inhibition, % at 10 µM | 2% of 360,000 active; in the data active = inhibition above about 50%
NOD2 RIPK2 PPI – blocks binding of human NOD2 to RIPK2; O43353; 0.38% of 360,000 active; inhibition, % at 4.98 µM; CHO BLA complementation NOD2-RIPK2, CCF4 ratio; in the data active = inhibition above about 21%;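 note: 0% = vehicle only and 100% = reference blocker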
Granule exo inh – lytic granule exocytosis inhibition; 0.66% of 360,000 active; inhibition, % at 10 µM; TALL-104 LAMP-1 surface exposure, flow cytometry; cells stimulated with thapsigargin and PMA;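 active = inhibition above about 55%, limit read from the data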
NCOA3 inh – inhibitors of human steroid receptor coactivator 3 (SRC3); AID 588352; Q9Y6Q9; HEK293 GAL4-SRC3 luciferase reporter, luminescence; 0.17% of 360,000 active; inhibition, % at 3.6 µM;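 active = inhibition above a per-campaign cutoff, the mean of all compounds plus 3 SD, cut at about 60% in these data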;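 note: 0% = DMSO-treated cells and 100% = gossypol-treated cells at 36 µM; higher means less SRC3-driven luciferase light from the GAL4 reporter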
Target sequence (Q9Y6Q9 whole entry, looked up, the tested form may be a part): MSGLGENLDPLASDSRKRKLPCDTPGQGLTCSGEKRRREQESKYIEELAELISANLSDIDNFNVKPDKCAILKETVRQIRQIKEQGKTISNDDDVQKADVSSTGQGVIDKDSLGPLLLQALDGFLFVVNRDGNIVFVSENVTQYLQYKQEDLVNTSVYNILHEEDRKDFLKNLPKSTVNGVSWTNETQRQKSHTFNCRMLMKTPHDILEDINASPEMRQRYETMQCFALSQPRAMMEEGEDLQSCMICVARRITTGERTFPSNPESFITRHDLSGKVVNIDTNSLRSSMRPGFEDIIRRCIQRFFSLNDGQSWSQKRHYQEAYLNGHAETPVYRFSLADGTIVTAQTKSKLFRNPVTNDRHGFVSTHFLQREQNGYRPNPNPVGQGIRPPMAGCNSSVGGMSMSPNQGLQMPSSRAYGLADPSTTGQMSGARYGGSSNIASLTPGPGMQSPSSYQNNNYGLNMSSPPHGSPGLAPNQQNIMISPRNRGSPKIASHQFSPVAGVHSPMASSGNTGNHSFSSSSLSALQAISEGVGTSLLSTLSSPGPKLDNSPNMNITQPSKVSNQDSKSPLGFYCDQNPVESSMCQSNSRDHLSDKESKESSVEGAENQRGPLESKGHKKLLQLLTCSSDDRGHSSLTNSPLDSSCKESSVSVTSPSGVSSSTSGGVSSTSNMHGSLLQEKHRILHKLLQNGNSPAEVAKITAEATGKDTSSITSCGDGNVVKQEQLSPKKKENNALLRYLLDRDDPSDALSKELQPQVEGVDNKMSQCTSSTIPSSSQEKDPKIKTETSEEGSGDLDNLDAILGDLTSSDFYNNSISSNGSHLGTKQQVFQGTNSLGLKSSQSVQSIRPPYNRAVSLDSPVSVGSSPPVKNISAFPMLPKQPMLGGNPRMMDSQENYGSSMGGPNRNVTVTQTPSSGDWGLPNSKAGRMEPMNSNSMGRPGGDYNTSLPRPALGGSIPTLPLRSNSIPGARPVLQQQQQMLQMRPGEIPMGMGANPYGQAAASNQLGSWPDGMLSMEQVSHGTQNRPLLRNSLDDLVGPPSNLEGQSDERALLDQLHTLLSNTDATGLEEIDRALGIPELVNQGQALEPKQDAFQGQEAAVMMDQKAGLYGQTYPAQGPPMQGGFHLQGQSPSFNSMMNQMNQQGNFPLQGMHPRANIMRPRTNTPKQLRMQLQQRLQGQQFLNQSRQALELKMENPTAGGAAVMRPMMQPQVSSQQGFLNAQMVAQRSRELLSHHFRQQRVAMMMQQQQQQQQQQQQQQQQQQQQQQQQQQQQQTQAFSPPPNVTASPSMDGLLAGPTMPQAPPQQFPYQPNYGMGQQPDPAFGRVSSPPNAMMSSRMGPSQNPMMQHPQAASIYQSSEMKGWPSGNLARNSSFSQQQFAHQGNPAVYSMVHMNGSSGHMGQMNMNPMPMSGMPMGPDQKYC
SRC1 inh – inhibitors of human steroid receptor coactivator 1 (SRC1); Q15788; HEK293 GAL4-SRC1 luciferase reporter, luminescence; inhibition, % at 3.6 µM; 0.12% of 360,000 active; AID 588354;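 active = inhibition above the campaign mean plus 3 SD, with each screening campaign given its own cutoff, cut at about 60% in these data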;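 note: 0% = DMSO treated cells and 100% = gossypol at 36 µM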
NR5A2 inv ag – NR5A2 inverse agonism in reporter assay | inhibition, % at 3.6 µM | AID 602396 | HEK293T StAR-luciferase reporter, LRH-1 transfected, 24 h | O00482 | 0.13% of 360,000 active;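 active = inhibition above the mean inhibition of all tested compounds plus 3 SD, cut at about 73% in these data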;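 note: 0% = DMSO wells and 100% = reporter-only cells lacking LRH-1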
TROY NFkB inh – blocks TROY-dependent signaling in reporter cells; Q293 LMP1-TROYcd NF-kB luciferase reporter, 4 h; inhibition, % at 10 µM; 0.98% of 360,000 active;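 active = compounds whose plate-normalised and pattern-corrected inhibition of the luciferase reporter signal at the single screening dose is 50% or more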
ABHD5-PLIN5 inh – blocks binding of human ABHD5 to perilipin-5; Split G. princeps luciferase complementation, luminescence, 4 h; inhibition, % at 4 µM; 0.78% of 360,000 active;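 active = inhibition above the mean inhibition across every tested compound plus 3 SD, cut at about 22% in these data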;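 note: 0% = DMSO only wells and the 100% control is not disclosed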
NCOA2 inhibitor – human SRC2 (NCOA2) inhibition. HEK293 GAL4-SRC2 luciferase reporter, luminescence. inhibition, % at 9 µM. 0.17% of 370,000 active;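 active = inhibition above the mean inhibition of all tested compounds plus 3 SD, set per campaign, cut at about 52% in these data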;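 note: 0% = DMSO treated cells and 100% = cells given Gossypol at 36 µM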
* marks the source's active call; other numbers are inactive results; . = not tested or not shown. The list is partial; count on the stated rates, not on these rows.

SMILES | NR2F2 inh | TLR9-MyD88 inh | TWEAK-Fn14 inh | NOD2 RIPK2 PPI | Granule exo inh | NCOA3 inh | SRC1 inh | NR5A2 inv ag | TROY NFkB inh | ABHD5-PLIN5 inh | NCOA2 inhibitor
Fc1ccc2nc(Nc3nc4c(F)cc(F)cc4s3)sc2c1 | -9 | -5 | 47 | -11 | 0 | -17 | -17 | -25 | -1 | 1 | 20
CSCC[C@H](NC(=O)c1ccc2c(c1)OCO2)c1nnc2ccccn12 | 22 | -7 | 6 | -6 | 0 | -10 | -3 | -1 | 7 | 3 | 5
COc1ccc(N2CCN(Cc3ccc(Br)s3)CC2)cc1 | 8 | -10 | -6 | -13 | -5 | 12 | 0 | 14 | 7 | -4 | 3
COc1ccc(-c2ccc(-c3noc(-c4ccccc4)n3)c(OC)n2)cc1 | -25 | -7 | -34 | -3 | 2 | 4 | 6 | -18 | -31 | 1 | 9
O=C(Oc1cc(-c2ccccc2)no1)c1ccc(F)cc1 | -4 | 10 | -7 | -17 | -9 | 10 | -1 | 3 | 2 | 1 | -6
O=[N+]([O-])c1cccnc1NCc1cccs1 | -5 | 0 | -2 | -11 | -9 | -17 | -7 | 5 | -18 | -1 | -13
COCCn1c(SCC(=O)OCc2ccccc2)nc2c1c(=O)[nH]c(=O)n2C | -13 | 4 | 18 | -6 | -12 | -14 | -13 | -10 | -8 | 3 | -14
CCOC(=O)C1=C(C)N=C2SCCC(=O)N2C1c1ccc(C(=O)OC)cc1 (stereo not given) | 7 | 3 | 4 | -5 | -1 | -18 | -5 | -8 | 4 | 6 | 1
CCN1CCN(C(=O)CS(=O)(=O)Cc2nc(-c3ccc(C)cc3)oc2C)CC1 | -12 | -10 | 8 | 7 | -1 | 0 | -5 | -7 | 13 | -4 | 23
COc1ccc(C(=O)c2nccc3ccccc23)cc1 | 7 | 6 | -10 | -6 | 4 | -5 | -20 | -12 | -8 | 2 | -26
O=C(CN1CCC(NC(=O)c2cccc(F)c2)CC1)Nc1ccc(Br)cc1 | -6 | 3 | -35 | -11 | -2 | -5 | -40 | 12 | -4 | -6 | 5
C/C(=N\Nc1cccc2cccnc12)c1ccccc1O | -59 | -1 | 29 | -4 | 0 | -79 | -118 | -121 | -7 | -5 | -19
COc1ccccc1N1CCN(C(=O)c2oc3cc(C)cc(C)c3c2C)CC1 | 11 | -8 | 11 | -6 | -2 | -8 | 0 | -11 | -5 | 3 | 25
COc1ccc(C(=O)N2CCCC(c3ccccc3)=N2)cc1 | 16 | . | -5 | -8 | -2 | 9 | -33 | 20 | 10 | -3 | 14
O=C(NNS(=O)(=O)c1ccccc1)c1cccs1 | 0 | 0 | -20 | -17 | -1 | 21 | 1 | 28 | 17 | 3 | -6
Cc1nc2c(N)nn(C)c2nc1C | -8 | 0 | 10 | -11 | -1 | 4 | 4 | -9 | -1 | 10 | -4
CCCCOC(=S)NC(=O)c1sc2ccccc2c1Cl | -1 | -14 | -7 | 8 | -4 | -18 | 9 | -7 | 16 | -12 | -18
CS(=O)(=O)c1ccc(-c2cccc(NC(=O)c3ccc4c(c3)OCO4)c2)nn1 | -4 | 4 | -1 | -8 | -5 | -20 | -14 | 14 | -14 | -1 | -13
Cc1cc(C)c(CN2CCC(n3nccc3NC(=O)C3CCCC3)CC2)cc1C | -1 | -12 | 17 | 1 | -1 | 5 | -2 | -2 | -1 | 0 | 22
COc1cc(CN(C)CC2CCCN(CCc3cccc(C(F)(F)F)c3)C2)ccc1O (stereo not given) | 10 | 4 | -12 | 8 | 56* | 10 | -5 | 5 | 0 | -3 | 4
CCc1cc(C(=O)NN2C(=O)NC3(CCCCC3)C2=O)sc1C | -23 | 1 | 4 | -4 | 3 | 17 | 5 | -23 | 11 | -2 | 18
CN=C1NN=C(c2cc(C)n(-c3c(C)n(C)n(-c4ccccc4)c3=O)c2C)CS1 | 18 | -2 | -3 | -10 | -2 | -2 | -29 | 16 | 7 | 2 | -29
Cc1cc(OCC(=O)N2CCOCC2)cc2oc(=O)c3ccccc3c12 | 4 | 8 | -9 | -3 | -20 | 16 | -3 | 38 | -24 | 0 | 15
CCCCNC(=O)CCn1c(=O)c2ccccc2n(CC(=O)N2CC(C)CC(C)C2)c1=O (stereo not given) | 0 | -1 | -11 | -1 | 0 | -9 | 2 | 9 | -8 | 6 | 1
CC(Oc1ccccc1)C(=O)N1CCCc2ccccc21 (stereo not given) | 6 | 3 | -3 | -8 | -1 | -7 | -9 | -23 | 0 | -6 | -12
Cc1ccc(CN(CCO)CCO)cc1 | -17 | -1 | 9 | 5 | -3 | 9 | 13 | 6 | 9 | -5 | -19
CCCN1C2CCCC1CC(NC(=O)C1CCCCC1)C2 (stereo not given) | 4 | -6 | -13 | -5 | -3 | -15 | -16 | 3 | 1 | -6 | 12
CCC(=O)N1CCC2(CC1)Oc1ccc(Cl)cc1C(=O)C21CC(c2ccc(Cl)cc2)=NO1 (stereo not given) | 10 | -2 | -38 | -1 | -5 | 1 | -11 | -4 | 3 | 1 | 14
O=C(COC(=O)C12CC3CC(CC(O)(C3)C1)C2)N1CCN(S(=O)(=O)c2ccc(Cl)cc2)CC1 | 3 | 0 | -5 | 4 | 0 | -2 | 2 | -1 | -7 | -8 | 4
CCN(CC)C(=O)C1CCN(S(=O)(=O)c2cccc3nonc23)CC1 | -15 | -6 | -8 | -1 | -2 | 13 | -22 | -5 | 18 | -10 | -19
COc1ccccc1-n1c(SCC(=O)Nc2ccc3c(c2)OCO3)nc2c(c1=O)SCC2 | 9 | -1 | 26 | -7 | -2 | 12 | 7 | 19 | -1 | 5 | 0
CC(=O)Nc1cccc(-c2csc(Nc3ccc(C)cn3)n2)c1 | -54 | 4 | 12 | 4 | -2 | -86 | -94 | -182 | -3 | 15 | -41
O=C(c1cc(S(=O)(=O)NCc2ccco2)ccc1Br)N1CCOCC1 | 10 | 6 | 23 | 6 | 2 | 3 | -10 | -22 | 2 | -5 | 24
O=S(=O)(Nc1ncccn1)c1ccc(NS(=O)(=O)c2cccc(Cl)c2Cl)cc1 | -2 | -5 | 3 | -8 | -1 | 9 | 6 | 0 | -2 | 4 | 4
CN=C1SC(CC(=O)Nc2ccc(C(C)=O)cc2)C(=O)N1C (stereo not given) | -24 | -12 | -4 | 1 | 0 | 10 | -34 | -1 | 1 | -19 | -8
O=C(CCC1CCCN(C(=O)Cn2cnnn2)C1)NCc1ccccc1F (stereo not given) | -3 | -11 | -16 | -6 | 0 | 2 | 8 | -1 | -17 | -3 | -13
CCOCC(O)CNc1ccccc1 (stereo not given) | -15 | 13 | -6 | 12 | -7 | 15 | -2 | -20 | 5 | -7 | 2
O=C(Nc1ccccc1)OCCN1CCOCC1 | -22 | 10 | -2 | -3 | 6 | -14 | -3 | 2 | 0 | 1 | -10
CC(C)(C)NC(=O)/C(=C/c1ccccc1F)NC(=O)c1ccc([N+](=O)[O-])cc1 | -16 | -8 | -1 | -2 | 3 | 10 | -24 | 1 | -8 | 1 | 14
CN(Cc1ncc[nH]1)C(=O)c1cc(COc2c(F)cccc2F)on1 | -2 | 3 | -5 | 5 | -2 | 3 | -15 | 11 | -12 | 0 | -2
Cc1cccc(OCC(=O)NCCCNC(=O)c2ccccn2)c1 | -19 | -8 | 6 | 1 | 3 | -13 | -4 | -8 | -10 | 10 | -53
Cc1ccc(S(=O)(=O)NC(CC(=O)O)c2cccs2)cc1 (stereo not given) | -14 | -3 | -1 | -1 | -2 | 19 | 6 | 5 | -20 | -2 | -4
Cc1cccc(C)c1N1CCN(C(=O)Nc2ccc3c(c2)OCCO3)CC1 | -19 | -9 | -7 | -9 | 1 | -28 | -1 | -2 | -60 | 0 | -20
CC1(C(=O)NS(=O)(=O)c2cccc(C#N)c2)CCN1C(=O)c1cccc2ccccc12 (stereo not given) | 2 | . | -4 | -9 | 3 | 3 | -11 | -1 | 8 | -4 | 3
CCN(CC)CCN1C(=O)c2ccccc2NC1c1ccc(Br)cc1 (stereo not given) | -15 | -11 | -72 | -4 | 8 | -21 | -7 | 4 | -14 | -4 | -9
C[C@H](NC(=O)c1ccco1)C(=O)NC1CCCCCC1 | -2 | 0 | 1 | -2 | 5 | 22 | -6 | -1 | -22 | 14 | -13
CCOC(=O)C1(C)NC(c2ccc(O)cc2)C2C(=O)N(c3ccccc3)C(=O)C21 (stereo not given) | -12 | 1 | 2 | -3 | -1 | 6 | 11 | 11 | 8 | 8 | 5
CC1CCCC(NC(=O)COC(=O)c2cc(S(=O)(=O)N3CCOCC3)ccc2F)C1C (stereo not given) | 6 | 3 | -17 | 0 | 4 | 19 | 1 | -14 | 14 | 16 | -17
O=C1C2ON(c3ccccc3)C(c3ccncc3)C2C(=O)N1c1ccc(N2CCOCC2)cc1 (stereo not given) | -15 | -1 | 7 | -10 | -2 | -13 | 3 | 10 | -5 | 6 | 14
CN(CC(=O)Nc1cccc(F)c1)C(=O)CCc1nc2ccccc2c(=O)[nH]1 | 2 | 1 | -1 | -12 | -2 | -20 | 5 | -7 | 3 | -7 | 4
CCCCNC(=O)Cn1c2c(c(-c3ccccc3Cl)cc1=O)CCC2 | 13 | -2 | 19 | -1 | -1 | -1 | -2 | 10 | -2 | -16 | 8
CS(=O)(=O)N(CC(=O)Nc1cccc(Cl)c1Cl)c1ccccc1 | -4 | -10 | -17 | -6 | 0 | 7 | 6 | 0 | 4 | 2 | -21
c1ccc2[nH]c(NCc3ccc4c(c3)OCO4)nc2c1 | -43 | 6 | -21 | -5 | 0 | -66 | -84 | -86 | -66 | -2 | -33
O=C1NC2(CCCc3ccccc32)C(=O)N1CCOc1ccc(Br)cc1 (stereo not given) | 15 | -3 | 10 | 5 | 4 | 6 | -16 | -11 | 14 | 4 | 7
CCn1nccc1C(=O)Nc1ccccc1OC | -4 | -12 | -8 | -1 | 6 | 5 | -16 | -11 | -9 | 2 | 17
CCOC(=O)c1ccc(NC(=O)COC)cc1 | -15 | 2 | -8 | 1 | 0 | -20 | -23 | 2 | 1 | -3 | -11
COc1ccc(-c2nc(C#N)c(NCC3CCCO3)o2)cc1OC (stereo not given) | -7 | -4 | 0 | -2 | -1 | -15 | -19 | -12 | 5 | -5 | -21
Cc1ccc(C)c(NC(=O)C(Sc2nncn2C)c2ccccc2)c1 (stereo not given) | 12 | 11 | -1 | -12 | 4 | 7 | 12 | 12 | 1 | 2 | -5

Three records drawn at random from those above, as already listed:
SMILES | NR2F2 inh | TLR9-MyD88 inh | TWEAK-Fn14 inh | NOD2 RIPK2 PPI | Granule exo inh | NCOA3 inh | SRC1 inh | NR5A2 inv ag | TROY NFkB inh | ABHD5-PLIN5 inh | NCOA2 inhibitor
C[C@H](NC(=O)c1ccco1)C(=O)NC1CCCCCC1 | -2 | 0 | 1 | -2 | 5 | 22 | -6 | -1 | -22 | 14 | -13
CCn1nccc1C(=O)Nc1ccccc1OC | -4 | -12 | -8 | -1 | 6 | 5 | -16 | -11 | -9 | 2 | 17
c1ccc2[nH]c(NCc3ccc4c(c3)OCO4)nc2c1 | -43 | 6 | -21 | -5 | 0 | -66 | -84 | -86 | -66 | -2 | -33
